hgDAF-12 ag: H. glycines DAF-12 receptor agonists, primary screen, cell-based, luminescence, HEK293, GAL4 fusion, UAS-luciferase; actives 1.8% (n = 370,000); activation, % at 6.8 µM; HEK293 GAL4-hgDAF12 UAS-luciferase reporter, agonist luminescence; normalized to butyrate control; Nuclear hormone receptor DAF-12 (Heterodera glycines), GAL4 fusion; AID 687014, 2013;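 active = activation above a cutoff set at the mean of all screened compounds plus 3 SD, cut at about 10% in these data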;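 note: 0% = DMSO wells and 100% = sodium butyrate wells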
GAA850 FXN act: FXN promoter activators, primary screen, cell-based, luciferase luminescence, HEK293 lucGAA850 | HEK293 lucGAA850 FXN promoter luciferase reporter, 24 h; percent of 10 µM SAHA response | activation, % at 6 µM | actives 0.56% (n = 360,000) | AID 540364, 2011;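 active = activation above the average of all compounds screened plus 3 SD, cutoff fixed separately per campaign, cut at about 7.5% in these data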;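 note: 0% = DMSO wells and 100% = 10 µM SAHA wells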
hcDAF-12 act: H. contortus DAF-12 nuclear receptor activators, primary screen, cell-based, luminescence, HEK293, lit1-tk-luc reporter; HEK293 hcDAF-12 lit1-tk-luc reporter; 0% DMSO, 100% Δ7-dafachronic acid; activation, % at 6.8 µM; actives 1.4% (n = 370,000); AID 652067, 2013;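 active = activation above the mean of all tested compounds plus 3 SD, cut at about 5.5% in these data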;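 note: 100% = response to 3 µM Δ7-dafachronic acid high control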
ADAM10 inh: human ADAM10 inhibitors, primary screen, biochemical, QFRET, HTS; recombinant ADAM10, EDANS/DABCYL FRET peptide cleavage, 3 h; inhibition, % at 7 µM; actives 0.62% (n = 370,000); AID 720582, 2013;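 active = inhibition above a per-campaign cutoff equal to the mean of compounds falling between control-based bounds plus 3 SD, cut at about 20% in these data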;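 note: 0% = DMSO wells while the 100% control is not disclosed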
PLCg1 inh: PLC-gamma1 enzyme inhibitors, primary screen, biochemical, fluorescence, purified enzyme; inhibition, % at 12.2 µM; 1-phosphatidylinositol 4,5-bisphosphate phosphodiesterase gamma-1 (Homo sapiens), P19174; actives 0.84% (n = 370,000); fluorogenic substrate; in the data active = inhibition above about 9.5%
PLCb3 inh: human PLC-beta3 inhibitors, primary screen, biochemical, fluorescence | Purified PLC-beta3, fluorogenic substrate | inhibition, % at 12.2 µM | actives 0.18% (n = 370,000) | AID 720704, 2013; in the data active = inhibition above about 11%;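 note: 0% = median of compound wells on plate and 100% = full blocker control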
sPLA2-III inh: human group III sPLA2 inhibitors, primary screen, biochemical, QFRET, BODIPY PC-A2 liposome substrate; Group 3 secretory phospholipase A2 (Homo sapiens), Q9NZ20; QFRET BODIPY PC-A2 liposome hydrolysis, fluorescence; inhibition, % at 12.2 µM; actives 0.56% (n = 370,000); AID 743126, 2013;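 active = inhibition above mean plus 3 SD of compounds lying within the high and low control bounds, cut at about 19% in these data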;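 note: 0% = median of test compound wells and 100% = no enzyme DMSO wells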
Target sequence (Q9NZ20 whole entry, looked up): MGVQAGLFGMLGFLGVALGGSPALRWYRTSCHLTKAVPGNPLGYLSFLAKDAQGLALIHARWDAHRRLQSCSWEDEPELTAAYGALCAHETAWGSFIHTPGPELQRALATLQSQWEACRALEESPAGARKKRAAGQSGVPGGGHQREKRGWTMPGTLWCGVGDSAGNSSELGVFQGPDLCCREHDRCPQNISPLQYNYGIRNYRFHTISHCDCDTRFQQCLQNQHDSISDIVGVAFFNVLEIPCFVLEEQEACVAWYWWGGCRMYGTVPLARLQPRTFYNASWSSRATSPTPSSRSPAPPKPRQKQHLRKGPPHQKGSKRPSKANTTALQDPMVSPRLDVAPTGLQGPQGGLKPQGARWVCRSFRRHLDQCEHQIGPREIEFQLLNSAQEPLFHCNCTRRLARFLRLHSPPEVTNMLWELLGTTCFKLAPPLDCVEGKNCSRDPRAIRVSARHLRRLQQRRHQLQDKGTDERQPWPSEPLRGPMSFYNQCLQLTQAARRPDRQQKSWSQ
DAX1 inh-1: DAX1 (NR0B1) inhibitors, primary screen, cell-based, HEK293, Gal4-DAX1, luciferase luminescence. Nuclear receptor subfamily 0 group B member 1 (Homo sapiens), P51843. HEK293 Gal4-DAX1 luciferase reporter. inhibition, % at 6.75 µM. actives 0.99% (n = 340,000). AID 504766, 2011;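 active = inhibition above the mean over all tested compounds plus 3 SD, cut at about 4.2% in these data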;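 note: 0% = DAX1-transfected cells with DMSO and 100% = empty-vector control cells with DMSO; inhibition shows as a rise in luminescence from relieved DAX1 repression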
Target sequence (P51843 207-470 limits assumed): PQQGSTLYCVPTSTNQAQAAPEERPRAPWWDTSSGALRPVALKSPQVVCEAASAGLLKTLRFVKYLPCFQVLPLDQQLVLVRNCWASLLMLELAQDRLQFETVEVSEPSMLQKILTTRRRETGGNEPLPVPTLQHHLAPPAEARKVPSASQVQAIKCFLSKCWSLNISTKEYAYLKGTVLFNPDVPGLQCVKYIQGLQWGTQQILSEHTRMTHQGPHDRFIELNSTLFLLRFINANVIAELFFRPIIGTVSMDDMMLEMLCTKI
DAX1 inh-2: DAX1 (NR0B1) inhibitors on StAR promoter, primary screen, cell-based, luminescence, SF-1 (NR5A1), full-length DAX-1. HEK293T StAR-luciferase reporter, SF-1/DAX-1 repression relief. inhibition, % at 6.8 µM. actives 1.1% (n = 370,000). AID 652010, 2013;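 active = inhibition above the mean over all tested compounds plus 3 SD, cut at about 3.6% in these data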;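 note: 0% = DAX-1 cells with DMSO and 100% = cells lacking DAX-1 with DMSO; higher inhibition means more luminescence from relief of DAX-1 repression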
ADAM17 inh: ADAM17 inhibitors, primary screen, biochemical, QFRET | Disintegrin and metalloproteinase domain-containing protein 17 (Homo sapiens), P78536 | recombinant ADAM17, EDANS/DABCYL FRET peptide cleavage | inhibition, % at 6.95 µM | actives 0.83% (n = 370,000) | AID 720648, 2013;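 active = inhibition above the mean of compounds lying between control limits plus 3 SD, set per campaign, cut at about 8.5% in these data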;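 note: 0% = DMSO-only wells as the low control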
ssDAF12 agonist: S. stercoralis DAF-12 nuclear receptor activators, primary screen, cell-based, luminescence, HEK293, GRIP1 co-expression, lit1-tk-luc. Nuclear hormone receptor DAF-12 (Strongyloides stercoralis). HEK293 ssDAF-12/GRIP1 lit1-tk-luc reporter; % of 3 µM dafachronic acid response. activation, % at 6.8 µM. actives 1% (n = 370,000);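 active = activation above the mean over all tested compounds plus 3 SD, cut at about 0.9% in these data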;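 note: 0% = DMSO-only wells and 100% = 3 µM delta7-dafachronic acid wells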
* = called active by the depositor; i = inactive; x = no result given.

No.	SMILES	DAX1 inh-1	PLCg1 inh	ADAM17 inh	hcDAF-12 act	ssDAF12 agonist	GAA850 FXN act	hgDAF-12 ag	sPLA2-III inh	ADAM10 inh	DAX1 inh-2	PLCb3 inh
1	O=C(c1ccc(Cl)cc1)N1CCCC(C(=O)N2CCc3ccccc3C2)C1 (stereo unspecified)	1.1	7	5	0.5	-1.1	1.5	-0.5	-4	1	1.5	2
2	Clc1ccc(-c2nnc(-c3ccccc3)c(N3CCSCC3)n2)cc1	0.3	-2	-5	-0.6	-0.1	1.1	1.9	3	-5	1.2	0
3	CCOC(=O)c1cccc(NS(=O)(=O)c2c(C(=O)N3CCCCCC3)c(C)n(C)c2C)c1	1.1	-1	-1	-0.9	-0.9	1.9	-2.0	-1	-8	-0.3	-8
4	CCn1cc(C(=O)NCCCN2CCC(C)CC2)c(=O)c2cc(S(=O)(=O)N(C)C3CCCCC3)ccc21	0.1	2	-2	-1.6	0.8	2.5	3.5	-5	1	2.9	-5
5	CC(C)Oc1ccc(C2CC(=O)N(c3ccccc3)C2=O)cc1 (stereo unspecified)	-0.6	4	-4	-1.1	-1.3	0.8	3.0	2	-3	0.1	2
6	Oc1cccc(C=Nc2cccc3ccccc23)c1O	0.1	-3	-9	5.5	0.6	5.5	-1.3	16	-23	-0.6	-14
7	COc1ccc(C(c2nnnn2C2CCCC2)N2CCc3ccccc3C2)cc1OC (stereo unspecified)	-0.5	9	6	-1.4	-1.0	-0.8	0.6	-2	9	-0.8	3
8	COc1ccccc1C(=O)Cc1ccccc1	0.5	1	-4	-2.0	-0.3	1.5	0.7	-18	-4	-0.5	3
9	Cc1ccc(NC(=O)c2ccccc2O)cc1	-0.2	-6	-10	10*	2.1*	1.6	20*	-3	-19	2.6	-6
10	CCCNc1nc2c(c(=O)[nH]c(=O)n2C)n1CCC(C)C	0.0	7	8.8*	-1.0	-1.0	0.1	0.2	-4	4	0.1	4
11	CCOc1ccccc1NC(=O)NNC(=O)CCn1nc(C)c([N+](=O)[O-])c1C	x	4	4	-1.8	-1.0	x	-0.1	-2	-2	1.1	3
12	COc1ccc2nc(-c3ccccn3)ccc2c1	-0.3	-183	-200	8.2*	1.0*	1.3	15*	19	i	16*	-241
13	COc1cc2c(cc1OC)C(C(=O)NC1CC1)C1c3ccccc3CCN1C2=O (stereo unspecified)	0.5	-2	1	0.4	-1.2	-1.1	-1.7	2	-16	0.8	-1
14	COc1ccc(OC)c(/C=C/C(=O)Oc2ccc(C(C)=O)cc2)c1	-2.0	i	-137	-0.2	-1.1	1.2	2.6	-10	-370	0.0	i
15	COc1ccc(CN(C)C(=O)CNC(=O)c2sc3ccccc3c2Cl)c(OC)c1	0.2	0	7	-2.3	-1.7	0.8	-5.0	-3	2	-1.1	-4
16	CC(C)Cn1c(N)c(C(=O)CSc2ccccc2)c(=O)n(C)c1=O	-0.8	0	-5	-2.9	-2.3	-3.8	-3.4	15	-3	-1.1	-1
17	O=C(NP(=O)(N1CCCC1)N1CCCC1)C1=C(N2CCOCC2)/C(=C/c2cccc([N+](=O)[O-])c2)CC1	1.6	7	3	0.4	-1.9	2.8	-1.3	-11	8	-1.3	5
18	O=C(CNC(=O)c1cccs1)OCc1ccc(Cl)cc1	-1.0	3	1	0.3	-0.9	-1.3	0.1	14	8	0.4	-8
19	O=C(NC1CCC(O)CC1)C1CCN(S(=O)(=O)c2c(Cl)cccc2Cl)CC1 (stereo unspecified)	0.3	1	0	-0.3	-1.6	-0.3	-2.3	-8	-5	-0.6	1
20	CCCNC(=O)COC(=O)c1[nH]c(C)c(C(=O)OCC)c1C	-0.2	3	0	-1.1	-0.8	-2.9	-0.2	-1	2	-0.6	0
21	Cc1ccccc1NC(=O)CC1c2ccccc2CC(C)(C)N1C (stereo unspecified)	1.4	-1	0	-0.5	-1.3	-0.4	-1.4	-5	-4	-0.6	-2
22	CC(C)COC(=O)c1cc(-c2ccc(/C=N/n3cnnc3)o2)ccc1Cl	0.3	1	-2	1.0	-0.9	0.3	0.5	3	-3	0.5	-6
23	COc1ccc(NC(=S)NCCc2c(C)[nH]c3ccc(OC)cc23)cc1	1.6	-3	0	-3.6	-2.1	-0.7	-4.9	-3	14	-0.7	-3
24	O=C(CCN1C(=O)/C(=C/c2ccccc2F)SC1=S)N[C@@H](CO)Cc1ccccc1	0.8	4	-3	1.4	-1.1	-4.3	1.0	-5	-1	0.2	-8
25	COCCNC(=O)c1cccc(OC2CCN(Cc3ccc(Cl)c(F)c3)CC2)c1	-1.0	-2	0	-3.2	-2.3	0.6	-4.1	-11	6	-0.8	-9
26	COc1ccc(CNC(=O)c2ccc(N3CCCC3=O)cc2)cc1	0.1	2	-4	-1.4	-1.2	6.9	3.0	0	-4	0.2	-1
27	N/C(=N\OC(=O)CCCN1C(=O)c2ccccc2C1=O)c1ccccn1	-0.1	2	-3	-1.8	-1.1	2.4	-3.4	8	-2	0.1	0
28	O=C(Nc1ccc(-c2noc(-c3ccccc3F)n2)cc1)c1cccs1	2.4	5	0	1.5	-0.2	2.7	2.5	21*	-1	0.7	-3
29	Cc1ccc(NC(=O)C(C)OC(=O)/C=C/c2ccccc2)cc1 (stereo unspecified)	1.2	-3	-1	-1.3	-0.3	2.8	-0.4	-10	2	-0.7	-12
30	Cc1nc(SCC(=O)NCc2cccs2)nc(C)c1C	-0.3	1	-1	-0.8	-0.9	1.4	-3.2	4	0	0.1	1
31	COC(=O)/C(=C\Nc1cccc(Cl)c1C)c1ncc(C(F)(F)F)cc1Cl	-0.7	4	-4	-1.2	-0.9	-1.1	0.2	5	7	-1.0	-1
32	Cc1ccc(-c2cc(C(=O)NNC(=O)c3csc(N4CCOCC4)n3)c3ccccc3n2)cc1	-0.2	-12	-8	-2.9	-0.3	-0.3	-0.2	-24	-38	1.0	-30
33	Cc1ccc(C(=O)Oc2ccc(C(=S)N3CCOCC3)cc2)cc1	-0.6	-2	-4	-1.0	-1.6	2.8	-1.3	10	-3	-0.2	-2
34	Cc1cccc(NC(=S)/N=C(\N)Nc2nc(C)c3cc(C)ccc3n2)c1	-1.3	-6	-7	-2.1	-1.4	0.5	3.1	6	-19	0.2	-7
35	COc1ccc(-c2c(C#N)c(SCc3c(C)noc3C)nc3c2C(=O)CC(C)(C)C3)cc1	-0.1	2	-2	-0.6	-0.8	-1.1	0.8	2	6	0.6	6
36	O=C(COc1ccc(F)cc1)Nc1nc2c(s1)CCCC2	0.8	0	-2	0.1	-0.7	5.4	2.6	4	3	0.8	-2
37	NC(CSC(c1ccccc1)(c1ccccc1)c1ccccc1)C(=O)O (stereo unspecified)	-2.9	0	1	1.2	-1.1	-2.8	-1.9	-4	5	0.6	0
38	COc1ccc(C(=O)CC(=O)c2ccc(F)cc2)cc1	x	-1	-8	0.2	-0.7	4.5	4.4	-8	-12	1.1	-7
39	CCc1nc2c(OCc3ccc(Cl)cc3)cccn2c1N(C=O)Cc1ccccc1	x	-6	0	-0.4	-1.7	0.7	0.6	-6	-3	-1.4	-8
40	COc1ccccc1NS(=O)(=O)c1cccc(NC(=O)c2cc3ccccc3oc2=O)c1	1.6	3	1	4.8	0.4	3.3	16*	3	-1	3.4	1
41	CCOc1ccc(-c2cc(C(=O)NCCCN3CCCC3)c3ccccc3n2)cc1	0.5	i	-136	2.5	-0.3	2.4	2.0	-6	-375	0.3	i
42	c1ccc(N2CCN(c3ncnc4scc(-c5cccs5)c34)CC2)cc1	-0.1	11*	-3	-0.4	-1.2	3.1	2.1	12	1	0.5	-2
43	CC(=O)Nc1ccc(S(=O)(=O)N2CCN(C(=O)N3CCCCC3)CC2)cc1	-0.3	4	-1	-0.9	-1.5	-0.2	-5.1	3	-4	0.0	0
44	CCC(=O)OCc1c(C(F)(F)F)nn(C)c1Sc1ccc(F)cc1	2.1	1	-3	1.9	-1.2	-3.0	0.2	-7	-11	-0.3	-2
